Assay outcomes deposited in PubChem BioAssay by several laboratories.
STAT3 activator = activators of IL-6 induced STAT3 signaling. U3A cells, IL-6 STAT3-luciferase reporter, luminescence; 100% = signal with IL-6 EC80 alone. activation (% of control), % at 5.6 µM. hit rate 0.91% among 190,000;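 active = activation above the screen-wide mean of compound activation plus 3 SD, cut at about 130% in these data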;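 note: 0% = background luminescence of wells with medium and substrate only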
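system = STAT3-luciferase reporter U3A cells | reagent = IL-6 stimulus at 33 ng/mL final | timing = 1 h compound pre-exposure, 6 h IL-6 stimulation, 37 °C | measured by = luminescence | evaluation = % activation versus median of IL-6-stimulated wells | control set = IL-6-only wells as 100% reference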
PPARg SRC-3 ag = promotes SRC-3 coactivator recruitment by human PPARgamma | hit rate 0.26% among 200,000 | biochemical PPARgamma/SRC-3 coactivator recruitment assay | AID 731 | activation, % at 8 µM; in the data active = activation above about 23%;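 note: 0% = DMSO and 100% = reference agonist; some compounds past the cut are filed as inactive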
Target sequence (P37231 whole entry, looked up): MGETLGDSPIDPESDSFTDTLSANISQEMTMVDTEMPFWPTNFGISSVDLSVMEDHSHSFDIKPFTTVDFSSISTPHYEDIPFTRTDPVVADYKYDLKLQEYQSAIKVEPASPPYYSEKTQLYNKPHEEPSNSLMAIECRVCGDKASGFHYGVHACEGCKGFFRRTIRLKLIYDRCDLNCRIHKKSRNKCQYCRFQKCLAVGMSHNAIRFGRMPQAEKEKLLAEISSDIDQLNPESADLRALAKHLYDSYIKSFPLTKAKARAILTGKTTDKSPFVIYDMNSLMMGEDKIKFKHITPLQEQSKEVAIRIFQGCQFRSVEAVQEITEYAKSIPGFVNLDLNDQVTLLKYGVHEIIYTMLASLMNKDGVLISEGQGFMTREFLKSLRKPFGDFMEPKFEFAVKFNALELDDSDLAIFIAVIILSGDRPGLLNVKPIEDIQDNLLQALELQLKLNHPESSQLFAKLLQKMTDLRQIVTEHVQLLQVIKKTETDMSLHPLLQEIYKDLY
TLR4-MyD88 BLA = blocks binding of human TLR4 to MyD88 | O00206+Q99836 | HeLa CL3-4 TLR4/MyD88 BLA complementation, FRET ratio | inhibition, % at 8.4 µM | hit rate 0.18% among 200,000 | AID 861; in the data active = inhibition above about 25%;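 note: 0% = vehicle and 100% = reference inhibitor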
PPARg SRC-2 ag = agonists of SRC-2 recruitment by human PPARgamma | P37231 | PPARgamma LBD-SRC-2 recruitment, biochemical | activation, % at 8 µM | hit rate 0.34% among 200,000; in the data active = activation above about 22%;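 note: 0% = vehicle and 100% = reference agonist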
S1P3 antag = antagonists of human S1P3 receptor | inhibition, % at 4.98 µM | hit rate 0.27% among 170,000 | AID 485 | Q99500 | CHO S1P3 NFAT-BLA reporter, FRET fluorescence, antagonist mode;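 active = inhibition above the plate cutoff, the mean inhibition of test wells on that plate plus 3 SD, cut at about 28% in these data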;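 note: cells challenged with S1P at its EC80 of 0.8 µM; blue over green emission ratio from cleaved BLA substrate after 4 h stimulation; 0% = S1P-stimulated wells and 100% = unstimulated DMSO-only wells; some compounds past the cut are filed as inactive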
PPARg SRC1 recr = promotes SRC-1 coactivator recruitment by human PPARgamma; P37231; PPARgamma-SRC-1 coactivator recruitment biochemical assay; activation, % at 8 µM; hit rate 0.41% among 200,000; AID 631; in the data active = activation above about 19%;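 note: 0% = DMSO and 100% = reference agonist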
STAT1 blocker = reduces IFN-gamma driven STAT1 reporter signal; AID 920; inhibition, % at 5.5 µM; hit rate 0.35% among 200,000; NIH 3T3 STAT1-luciferase reporter, luminescence;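 active = inhibition above a set limit, the mean inhibition across all tested compounds plus 3 SD, cut at about 34% in these data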;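 note: 0% = IFN-gamma with DMSO and 100% = IFN-gamma with 300 µM nifuroxazide; values of inactives mirror those of a sister screen read the other way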
ROMK mod = human ROMK K+ channel modulation, primary screen. B-score at 10 µM. AID 1918. Tet-inducible ROMK, thallium flux fluorescence; actives lie on both sides. hit rate 2% among 130,000. P48048;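 active = signal ratio slope over the read window, or its plate-corrected B-score, at least 3 SD from the plate mean, either direction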;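 note: B-score of the F/F0 ratio slope over 7 to 12 s after thallium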
Target sequence (P48048 whole entry, looked up): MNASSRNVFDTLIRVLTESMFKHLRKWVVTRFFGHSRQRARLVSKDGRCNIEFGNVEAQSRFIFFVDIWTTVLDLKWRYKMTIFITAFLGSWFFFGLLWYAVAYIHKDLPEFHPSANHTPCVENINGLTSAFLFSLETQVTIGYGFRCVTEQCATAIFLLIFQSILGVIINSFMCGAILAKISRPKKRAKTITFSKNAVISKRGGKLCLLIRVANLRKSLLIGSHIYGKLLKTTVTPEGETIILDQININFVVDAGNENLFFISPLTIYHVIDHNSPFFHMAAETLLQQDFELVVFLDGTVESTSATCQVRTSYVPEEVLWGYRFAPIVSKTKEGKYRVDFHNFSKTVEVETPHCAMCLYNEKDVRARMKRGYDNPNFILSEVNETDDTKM
RAM inhibit = yeast RAM network inhibition. S. cerevisiae dse1pr::URA3 reporter, 5-FOA growth OD615, 2 d; analog-sensitive cbk1-as2 kinase mutant strain. inhibition, % at 50 µM. hit rate 1.8% among 190,000. AID 868;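 active = inhibition above a set limit, 3 SD over mean compound inhibition, cut at about 8.4% in these data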;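 note: 0% = DMSO-only wells with no growth and 100% = 10 µM 1-NA-PP1 full growth; inhibition rescues growth on 5-FOA so higher OD means more RAM inhibition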
SRC2 TRFRET art = counter-screen for PPARgamma SRC-2 recruitment agonists: TR-FRET artefact; hits give high values; hit rate 0.4% among 200,000; TR-FRET ratio at 8 µM; in the data active = TR-FRET ratio above about 2000; note: inactives centre near 1500
STAT3 inh = STAT3 signaling inhibition; U3A cells, IL-6 STAT3-luciferase reporter, luminescence; host cell line lacks STAT1; inhibition, % at 5.5 µM; hit rate 0.89% among 190,000; AID 862;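 active = inhibition above the mean inhibition across all screened compounds plus 3 SD, cut at about 44% in these data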;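 note: 0% = DMSO only wells and 100% = 100 µM nifuroxazide control wells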
The depositor's hits bear a star; / = not tested or not shown.

SMILES	STAT3 activator	PPARg SRC-3 ag	TLR4-MyD88 BLA	PPARg SRC-2 ag	S1P3 antag	PPARg SRC1 recr	STAT1 blocker	ROMK mod	RAM inhibit	SRC2 TRFRET art	STAT3 inh
Nc1cc(C(=O)OCC(=O)NCC2CCCO2)ccc1Cl (stereo unspecified)	103	2	8	-4	-2	6	-3	1.1	0.8	1370	5
O=C(NCC1CCCO1)C(c1ccc(F)cc1)N(CC1CCCO1)C(=O)c1ccc(-c2ccccc2)[nH]1 (stereo unspecified)	112	-2	-9	3	10	-3	2	-3.2*	2.7	1732	-8
Cc1cccc(N(C)C(=O)COc2cc(=O)n(C)c3ccccc23)c1	89	-1	-8	4	-3	-10	1	/	0.8	1337	21
CN(C)CCCOC(=O)c1ccc(Cl)cc1	96	-3	-1	2	-37	-7	-5	0.74	0.8	1520	11
CC(OC(=O)C(NC(=O)c1ccco1)C(C)C)C(=O)Nc1ncc(Cl)cc1Cl (stereo unspecified)	95	-5	4	2	-12	6	-1	0.54	0.5	1495	10
C/C(N)=C(/C#N)C(=O)COC(=O)CSc1ccc2ccccc2c1	104	-8	-12	-1	/	4	-6	1.3	-0.2	1519	-5
CCOc1ccc(C(=O)c2ccc([N+](=O)[O-])cc2Cl)cc1	104	2	-12	-2	8	-3	-4	0.43	0.5	1417	-3
CN1/C(=C\C=Nc2ccc3ccccc3c2)C(C)(C)c2ccccc21	148*	13	12	7	/	-1	8	/	-0.3	1858	-43
CCOc1ccc(C(=O)N2CCN(c3cnn(-c4ccccc4)c(=O)c3Cl)CC2)cc1	100	3	-6	-2	-18	10	-2	-0.0035	2.9	1606	12
Cc1cc(/C=C2\Sc3ccccc3N2C)cc(C)[n+]1CC1CCCO1 (stereo unspecified)	34	7	36*	20	-9	14	22	-4.8*	-1.5	1708	83*
O=C(COc1cccc2ccccc12)N/N=C/c1ccc(Sc2nc3ccccc3s2)o1	103	2	-10	14	/	5	-2	1.2	2.9	1646	-3
O=C(/C=C\c1ccco1)Nc1ccc(N2CCN(C(=O)c3ccccc3)CC2)cc1	89	1	-18	12	14	8	4	-0.12	2.2	1509	16
COc1ccc(Cl)cc1Nc1cc(C)nc2nc(C)nn12	93	0	12	-3	-18	1	14	0.09	0.3	1489	8
CCOC(=O)C1=C(C)OC(N)=C(C#N)C1c1ccc(C)s1 (stereo unspecified)	107	-2	4	6	-10	6	5	3.2*	1.5	1649	-2
Cc1cccc(N2CCN(C(=O)C3CCN(S(=O)(=O)N4CCOCC4)CC3)CC2C)c1 (stereo unspecified)	104	-1	-9	-8	-19	4	10	-0.22	-0.8	1499	-3
CC(C)C(=O)N1CCN(c2nc(-c3ccccc3)c3c(c2C#N)CCCC3)CC1	96	-3	5	-1	/	1	-8	0.12	2.3	1306	5
CCOC(=O)c1ccc(NC(=O)CN2C(=O)C(C)SC(C)C2=O)cc1 (stereo unspecified)	101	2	0	4	7	4	-4	/	0.5	1515	4
Cc1ccc(C(=O)NC(=S)NNC(=O)c2ccccc2[N+](=O)[O-])cc1	106	6	-14	4	/	6	-6	/	2.3	1729	-4
O=C1C2C3C=CC(CC3)C2C(=O)N1/N=C/c1c[nH]c2ccccc12 (stereo unspecified)	100	-2	-1	-6	-10	-5	-40	0.68	-0.3	1570	2
COc1ccc(S(=O)(=O)NCc2ccccc2Cl)cc1OC	102	1	-3	-2	25	-3	-1	/	0.6	1430	4
CCOc1ccc(OCC(=O)OCn2c(SC)nnc(C)c2=O)cc1	95	-7	-1	-10	-13	-3	0	/	0.0	1461	8
O=C(CC(c1ccc(F)cc1)c1ccco1)Nc1nccs1 (stereo unspecified)	102	-3	-5	-3	-37	-1	-1	-0.18	1.4	1371	2
CC(=O)C1=C(O)CCCC1=NCc1nc2ccccc2[nH]1	99	-1	10	-4	-15	-2	6	/	0.8	1479	5
CCOC(=O)COc1c(C=O)cc(Br)cc1OC	93	10	1	11	/	18	-2	/	-1.3	1551	18
CCc1cc(-c2n[nH]c(=S)n2N)n(C)n1	97	13	-7	9	/	8	2	0.11	0.2	1456	10
COCCn1c(-c2ccc(Cl)cc2)cnc1SCC(=O)NCCc1ccc(OC)c(OC)c1	97	4	-5	0	0	2	16	-0.97	0.4	1576	4
CSc1ccc(C(=S)N2CCN(C)CC2)cc1	103	-10	0	-5	4	3	-2	0.053	2.5	1600	0
O=C(Cc1cccs1)Nc1ccc(-c2nnn(CC(=O)N3CCOCC3)n2)cc1	103	10	-4	6	11	-1	-2	-0.65	2.0	1451	0
CCOC(=O)C1CCN(C(=O)Cc2ccc(OC)c(OC)c2)CC1	100	11	-12	8	14	8	9	/	0.4	1656	6
Cc1cc(=O)oc(C)c1C(=O)NC1CC(C)(C)NC(C)(C)C1	103	14	4	1	/	0	4	0.86	1.5	1377	0
Cc1ccc(S(=O)(=O)N2CCC(=O)N(CCOC(=O)Nc3ccc(F)cc3)CC2)cc1	101	-4	-8	1	13	4	-2	0.095	1.8	1448	-4
O=C(CN1CCOCC1)NNC(=S)Nc1ccc(Cl)cc1	99	7	-4	9	-19	9	-6	0.9	0.4	1643	9
NNC(=O)CCN1CCN(Cc2ccccc2)CC1	100	3	-8	0	-15	7	-1	0.93	0.4	1542	9
Cc1ccc(CN(C(=O)c2c(F)cccc2F)C2CC(C)(C)NC(C)(C)C2)o1	93	-5	-6	-1	-33	0	7	-1.8	0.3	1577	14
Cc1cc(Cl)c(S(=O)(=O)NCc2cccnc2)cc1OCC(=O)NC1CCCCC1	103	-1	-8	-1	/	0	-6	0.067	2.1	1517	-4
CCNC(=O)Nc1ccccc1C(=O)OC	97	5	-20	4	-14	9	-1	-0.27	1.9	1803	6
Cc1nn(-c2ccccc2)c(C)c1P(=O)(c1ccccc1)N(C)C (stereo unspecified)	93	5	22	6	-11	1	3	/	-1.9	1657	14
COc1cccc(-n2c(Cc3cc(=O)[nH]c(=O)[nH]3)nnc2SCC(=O)N2CCC(C)CC2)c1	102	4	-12	2	-14	0	-1	0.44	1.6	1549	0
CC#CC(=O)N1CCC(CCc2ccccc2)(C(=O)OCC)CC1	103	5	-9	8	-8	2	-8	-0.53	1.8	1539	2
Cc1c(C(=O)Nc2nccs2)sc2nc(-c3cccs3)cc(C(F)(F)F)c12	100	7	-13	15	/	5	21	/	3.8	2020*	5

The final 2 compounds of the part above are carried over, then new ones follow:
SMILES	STAT3 activator	PPARg SRC-3 ag	TLR4-MyD88 BLA	PPARg SRC-2 ag	S1P3 antag	PPARg SRC1 recr	STAT1 blocker	ROMK mod	RAM inhibit	SRC2 TRFRET art	STAT3 inh
CC#CC(=O)N1CCC(CCc2ccccc2)(C(=O)OCC)CC1	103	5	-9	8	-8	2	-8	-0.53	1.8	1539	2
Cc1c(C(=O)Nc2nccs2)sc2nc(-c3cccs3)cc(C(F)(F)F)c12	100	7	-13	15	/	5	21	/	3.8	2020*	5
Cc1ncc(CC(=O)n2cc(C(=O)c3cc(Cl)ccc3O)cn2)s1	87	0	-7	-2	/	12	-3	/	-0.7	1803	21
Cc1cc([N+](=O)[O-])nn1CCCC(=O)Nc1cccnc1Cl	102	6	7	-3	1	-3	-1	0.47	1.5	1583	3
CN(C)S(=O)(=O)N1CCN(S(=O)(=O)c2ccccc2)CC1	96	-9	-10	-6	-20	-1	3	0.83	0.0	1460	8
COC(=O)c1ccc(NC(=O)C2C3C=CC(O3)C2C(=O)O)cc1 (stereo unspecified)	106	-4	1	4	-12	4	2	/	0.7	1585	-1
Cc1cc(N2C(=O)CCC2=O)n(-c2ccccc2)n1	104	-2	-3	0	-17	0	5	/	0.0	1738	0
Cc1cc(NC(=O)c2ccccc2)n(-c2ccccc2)n1	100	3	-1	10	6	5	-2	0.48	1.2	1731	7
Nc1nc(NC(=O)c2cccs2)nn1-c1ccccc1	106	5	-5	2	/	7	-24	1.6	0.7	1615	-3
Cc1cccc(NC(=O)CCCCCN2C(=O)c3ccccc3C2=O)n1	97	4	5	1	-1	-5	1	-0.4	0.9	1320	8
Cc1ccc(S(=O)(=O)N2CCN=C2SCc2ccccc2)cc1	96	5	-3	0	-5	2	0	/	0.4	1674	9
CCOc1cc(/C=N/NC(=O)CCCC(=O)NC2CCCCC2)ccc1O	104	-1	-12	3	-14	-2	4	0.29	1.1	1502	-7
COc1cccc(-c2nnn(CC(=O)Nc3cc(OC)c(NC(=O)c4ccco4)cc3OC)n2)c1	101	2	-6	-6	/	5	2	-0.7	0.8	1154	-4
COc1cccc(/C(C)=N/NC(=O)Cc2c(C)[nH][nH]c2=O)c1	103	2	-3	-3	0	5	-3	-0.69	3.1	1618	1
COCCNC(=O)CN(C(=O)Cn1nnc2ccccc21)c1ccc(C)c(F)c1	107	-2	12	8	/	3	1	1.2	-1.0	1617	-5
CCCn1nnc(NC(=O)c2sc3ccccc3c2Cl)n1	89	5	-13	2	-30	2	-26	0.24	-1.6	1512	18
CCC1(C(=O)OC)NC(c2cccc(F)c2)C2C(=O)N(C)C(=O)C21 (stereo unspecified)	98	12	-6	1	-10	-2	2	/	1.1	1626	6
CCOC(=O)c1c(C)oc2c1c(C=NC1CCS(=O)(=O)C1)c(O)c1ccccc12 (stereo unspecified)	91	-2	3	1	-19	0	-6	/	5.2	1630	14
O=C(C1CCN(c2ccc(N3CCOCC3)nn2)CC1)N1CCN(c2ccc(F)cc2)CC1	91	3	-4	2	6	-3	10	-0.077	-0.7	1662	12

In the list so far, six contain an aryl thioether with sulfur outside any ring:
SMILES	STAT3 activator	PPARg SRC-3 ag	TLR4-MyD88 BLA	PPARg SRC-2 ag	S1P3 antag	PPARg SRC1 recr	STAT1 blocker	ROMK mod	RAM inhibit	SRC2 TRFRET art	STAT3 inh
C/C(N)=C(/C#N)C(=O)COC(=O)CSc1ccc2ccccc2c1	104	-8	-12	-1	/	4	-6	1.3	-0.2	1519	-5
O=C(COc1cccc2ccccc12)N/N=C/c1ccc(Sc2nc3ccccc3s2)o1	103	2	-10	14	/	5	-2	1.2	2.9	1646	-3
CCOc1ccc(OCC(=O)OCn2c(SC)nnc(C)c2=O)cc1	95	-7	-1	-10	-13	-3	0	/	0.0	1461	8
COCCn1c(-c2ccc(Cl)cc2)cnc1SCC(=O)NCCc1ccc(OC)c(OC)c1	97	4	-5	0	0	2	16	-0.97	0.4	1576	4
CSc1ccc(C(=S)N2CCN(C)CC2)cc1	103	-10	0	-5	4	3	-2	0.053	2.5	1600	0
COc1cccc(-n2c(Cc3cc(=O)[nH]c(=O)[nH]3)nnc2SCC(=O)N2CCC(C)CC2)c1	102	4	-12	2	-14	0	-1	0.44	1.6	1549	0
